MOR-DOR inv ag: inverse agonists of MOR-DOR heterodimerization, primary screen, cell-based, luminescence; cell-based MOR-DOR heterodimer luminescence, inverse agonism; inhibition, % at 9.3 µM; hit rate 0.21% among 340,000; in the data active = inhibition above about 22%, passing the limit was not always enough;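 note: 0% = cells with DMSO and 100% = wells without cells with DMSO; values of inactives mirror those of a sister screen read the other way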
HTR5A ag: HTR5A agonists in luminescence cell assay, primary screen, counter-screen for OPRM1-OPRD1 heterodimer agonist project, full-deck HTS; 5-hydroxytryptamine receptor 5A (Homo sapiens), P47898; cell-based; activation, % at 9.3 µM; hit rate 0.61% among 340,000; AID 504692, 2011; in the data active = activation mostly above about 9.5%, no sharp cut-off; inactive = mostly below about 7.6%;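 note: 0% = cells with vehicle only and 100% = reference agonist; strong numbers were not always called active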
Target sequence (P47898 whole entry, looked up): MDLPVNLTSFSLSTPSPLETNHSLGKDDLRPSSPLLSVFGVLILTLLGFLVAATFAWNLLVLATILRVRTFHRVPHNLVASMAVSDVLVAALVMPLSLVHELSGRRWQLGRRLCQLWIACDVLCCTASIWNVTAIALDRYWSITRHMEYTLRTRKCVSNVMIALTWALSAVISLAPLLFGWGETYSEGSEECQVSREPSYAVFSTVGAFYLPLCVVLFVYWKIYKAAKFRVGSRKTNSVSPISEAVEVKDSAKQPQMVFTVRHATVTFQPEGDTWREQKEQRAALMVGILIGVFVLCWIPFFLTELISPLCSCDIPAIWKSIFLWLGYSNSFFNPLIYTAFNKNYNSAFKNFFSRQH
OPRM1-OPRD1 ag: agonists of OPRM1-OPRD1 heterodimerization, primary screen, cell-based, luminescence; hit rate 0.3% among 340,000; activation, % at 9.3 µM; AID 504326, 2011; cells; Mu-type opioid receptor (Homo sapiens) + Delta-type opioid receptor (Homo sapiens), …; in the data active = activation above about 18%;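 note: 0% = vehicle-treated cells and 100% = reference agonist; values of inactives mirror those of a sister screen read the other way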
Arr AP2 block: inhibitors of beta-arrestin/AP2 binding, primary screen, biochemical, GPCR trafficking, flow cytometry | beta-arrestin 1 C-terminal peptide binding to AP2 beta2-adaptin appendage (human) | FITC-arrestin peptide / GST-AP2 beads; AP2 beta2 appendage carries R879A mutation | inhibition, % at 10 µM | hit rate 0.31% among 340,000;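 active = inhibition above a set limit, near 3 SD of compounds lacking own fluorescence, cut at about 54% in these data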;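 note: plate controls were DMSO wells for no effect and 5 µM unlabelled arrestin peptide for full effect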
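Test system: GST-tagged AP2 beta2-adaptin appendage (R879A) on 4 µm glutathione beads; also added: fluorescein-tagged arrestin peptide at 50 nM final; timing: 12 min plus 1 h, RT; signal: flow cytometry, FL1 (488/535 nm); read-out: percent drop in bead-associated FITC signal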
V-ATPase pH: regulators of yeast V-ATPase proton pumping, primary screen, pHLuorin cytosolic pH fluorescence; S. cerevisiae; response, % at 10 µM; hit rate 0.37% among 350,000; AID 504577, 2011; in the data active = response mostly above about 7.3%, no sharp cut-off; inactive = mostly below about 5.4%; note: actives read high; inactives centre near 0; some compounds called inactive have numbers as strong as hits; reference of the scale not given here
HTR5A inv ctr: HTR5A inverse agonists in luminescence cell assay, primary screen, counter-screen for OPRM1-OPRD1 heterodimer inverse agonist project, full-deck HTS | 5-hydroxytryptamine receptor 5A (Homo sapiens), P47898 | HTR5A cell line, inverse agonism | inhibition, % at 9.3 µM | hit rate 0.083% among 340,000 | AID 504634, 2011; in the data active = inhibition mostly above about 23%, no sharp cut-off; inactive = mostly below about 18%;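 note: 0% = cells with DMSO and 100% = no-cell wells with DMSO; some compounds called inactive have numbers as strong as hits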
DSG3 Ab inh: inhibitors of pemphigus antibody binding to DSG3, primary screen, biochemical, bead-based, flow cytometry, scFv-GFP | Desmoglein-3 (Homo sapiens), P32926 | DSG3-coupled beads, scFv-anti-DSG3-GFP binding; active compounds read low | binding (percent of control), % at 10 µM | hit rate 0.48% among 310,000;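 active = binding more than 3 SD below its plate's average and above zero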;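 note: hits lower antibody fragment binding to DSG3; some compounds called inactive have numbers as strong as hits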
PKA-R1A activ: activators of PKA-R1A holoenzyme, primary screen, biochemical, fluorescence polarization, Cy5-IP20, bovine R1A, mouse PKAc. PKA-R1A dissociation; scaled: DMSO 0%, 113 µM cGMP 100%. AID 504707, 2011. hit rate 0.083% among 340,000. activation, % at 11.4 µM;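 active = percent activation above the mean of all tested compounds plus 3 SD, cut at about 19% in these data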;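 note: higher means more PKAc released from R1A so a rise in polarization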
PKA-R2B act: activators of PKA-R2B holoenzyme, primary screen, biochemical, fluorescence polarization, Cy5-IP20, human | PKA-R2B holoenzyme dissociation; R2B truncated from residue 108, S112A mutant; 0% DMSO only, 100% 113 µM cGMP | activation, % at 11.4 µM | hit rate 0.079% among 340,000 | cAMP-dependent protein kinase catalytic subunit beta (Homo sapiens) + cAMP-dependent …;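 active = activation above a cutoff set at the mean over all compounds plus 3 SD, cut at about 18% in these data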;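 note: higher means more holoenzyme dissociation and a rise in polarization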
Target sequence (P31323 whole entry, looked up, other chains not shown, the tested form may be a part): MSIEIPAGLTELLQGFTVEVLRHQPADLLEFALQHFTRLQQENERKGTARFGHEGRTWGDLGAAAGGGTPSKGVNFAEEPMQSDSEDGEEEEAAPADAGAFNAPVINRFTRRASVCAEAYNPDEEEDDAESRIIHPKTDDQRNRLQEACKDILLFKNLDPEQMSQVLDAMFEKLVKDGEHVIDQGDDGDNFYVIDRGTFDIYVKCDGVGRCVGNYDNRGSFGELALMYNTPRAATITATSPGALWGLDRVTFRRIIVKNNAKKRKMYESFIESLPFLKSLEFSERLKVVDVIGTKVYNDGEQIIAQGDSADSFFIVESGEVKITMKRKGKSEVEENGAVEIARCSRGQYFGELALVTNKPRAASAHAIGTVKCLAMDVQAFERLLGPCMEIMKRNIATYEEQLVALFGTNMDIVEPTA
DAGLB inh: DAGLB lipase inhibitors, primary screen, biochemical, fluorescence, HTS; Diacylglycerol lipase-beta (Homo sapiens), Q8NCG7; HEK293T DAGLB membrane lysate, EnzChek fluorogenic substrate; inhibition, % at 5.17 µM; hit rate 0.059% among 340,000; in the data active = inhibition above about 34%;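 note: 0% = enzyme with vehicle and 100% = wells lacking enzyme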
An asterisk follows results filed as active; nt = not tested or not shown.

SMILES	MOR-DOR inv ag	HTR5A ag	OPRM1-OPRD1 ag	Arr AP2 block	V-ATPase pH	HTR5A inv ctr	DSG3 Ab inh	PKA-R1A activ	PKA-R2B act	DAGLB inh
CN(Cc1ccc(C(F)(F)F)cc1)C(=O)c1ccc2ccccc2n1	-5.5	4.0	1.0	-3.8	2.1	-19.6	112.2	2.7	2.0	-3.0
Cc1noc(C)c1CN1C(=O)NC2(CCc3ccccc3C2)C1=O (stereo not drawn)	2.4	0.0	-0.4	16.1	1.2	-1.6	98.7	-7.2	-1.9	-1.9
O=C(COc1ccc2c(-c3ccccc3)cc(=O)oc2c1)NC(Cc1c[nH]c2ccccc12)C(=O)O (stereo not drawn)	1.8	4.9	-0.4	-1.1	1.1	-18.8	91.5	-7.6	-4.6	6.5
COc1ccc(N2CCN(C(=O)c3c(Cl)cnn3C)CC2)cc1	11.5	7.9	-2.1	-5.2	-4.2	-20.2	109.3	2.2	-5.0	2.7
CC(C(=O)Nc1ccc(F)c(F)c1)N1CCN(C)CC1 (stereo not drawn)	21.5	2.1	-4.7	4.2	1.0	-7.6	101.2	1.6	8.5	-1.6
O=C(NC1CCCCCC1)C(=S)N1CCOCC1	12.3	-0.9	-2.5	25.2	4.6	3.5	110.2	-7.5	-6.0	-3.2
CCCN(CCC)CCCNC(=O)C1CCN(S(=O)(=O)c2cccc3nsnc23)CC1	10.3	0.1	-2.1	38.4	-1.5	-0.5	107.2	-5.2	2.2	-1.6
COc1cc(C(=O)NCC(=O)NCCSc2ccc(Br)cc2)cc(OC)c1OC	10.6	1.9	-2.2	-6.3	6.5	19.2	100.4	0.1	5.9	2.9
COc1cc(C(=O)N2CCN(S(=O)(=O)c3cc(C)ccc3C)CC2)ccc1OCC(=O)N1CCOCC1	13.5	-3.1	-3.4	-9.9	4.7	2.8	100.3	7.6	-4.5	-1.4
O=C(NCCc1ccc(Cl)cc1)c1n[nH]c2ccccc12	-24.3	0.4	4.7	22.7	3.3	-11.6	112.2	-12.5	-5.3	-1.6
O=C(NCc1ccncc1)c1ccc(Cl)c(S(=O)(=O)N2CCCCC2)c1	1.2	0.3	-0.2	20.1	2.2	-0.8	122.1	-3.8	-5.6	2.1
CCCCn1c(C(C)NC(=O)CCC)nc2ccccc21 (stereo not drawn)	3.9	-4.0	-0.7	-2.8	-0.3	24.3	101.7	-4.1	4.1	0.4
CC1=[N+](C)c2c(ccc3cccnc23)C1(C)C	-40.2	2.6	7.3	3.1	1.2	-7.3	79.2*	24.3*	30.7*	6.2
CC(=O)O[C@H]1CC[C@@]2(C)C(=CC[C@H]3[C@@H]4CC[C@H](C(C)=O)[C@@]4(C)CC[C@@H]32)C1	-1.8	-0.6	0.3	1.5	7.3	-20.0	56.9	6.6	4.8	0.2
COc1ccc(-c2csc(Cc3nnc4n3CCCCC4)n2)cc1OC	7.8	3.8	-1.4	-0.7	-3.3	18.2	98.9	3.4	1.8	-0.6
Cc1c(C(=O)N(Cc2ccco2)Cc2cccs2)oc2ccccc12	3.3	-0.6	-0.9	-4.1	-10.0	-5.6	100.8	3.6	-5.7	1.6
Cc1cc(C)nc(SCc2cc(=O)c(OC(=O)c3cccc([N+](=O)[O-])c3)co2)n1	-11.6	9.0	2.2	-0.3	-6.5	-32.7	136.8	-8.0	-8.2	-0.3
COC(=O)C1=C(C)N(Cc2ccc(OC)c(OC)c2)C(=O)C1	-0.5	-1.0	0.1	-4.1	-0.7	-0.7	100.1	8.1	-5.8	-2.8
CC(=O)NC(C)c1cc(Cl)c2ccccc2c1O (stereo not drawn)	1.7	-0.1	-0.3	4.4	3.9	-33.5	103.2	11.9	9.0	0.8
Cc1ccc(C(=O)N2CCC(C(=O)c3ccc(Cl)cc3)CC2)cc1	5.3	-3.2	-1.1	6.9	-0.4	12.1	116.0	-9.5	-2.8	-3.8
CCOC(=O)c1cc(-c2ccccc2)n(CC(=O)Nc2cc(OC)cc(OC)c2)c1C	-11.9	2.9	2.3	-19.3	0.1	-10.0	107.0	-10.3	-15.0	-9.0
O=C(CCl)NNc1cccc(Cl)n1	75.0*	-8.6	-16.9	6.8	-1.1	29.0	98.8	0.7	1.0	-1.1
Cc1ccc(N(C(=O)CNC(=O)c2ccco2)C(C(=O)NCC2CCCO2)c2ccccc2)c(C)c1 (stereo not drawn)	-20.4	2.0	3.3	19.4	1.2	7.2	96.6	5.8	0.6	4.0
Cc1cccc(CSc2nnc(N)n2-c2ccccc2)c1	10.9	-1.6	-2.2	-4.1	-3.7	4.3	102.3	1.5	-0.3	-2.6
Cc1ccc(CNC(=O)c2c(-c3ccccc3)sc3ccccc23)o1	-8.8	4.4	1.9	5.2	-1.9	-9.0	106.2	0.8	8.3	-8.2
The list continues.
SMILES	MOR-DOR inv ag	HTR5A ag	OPRM1-OPRD1 ag	Arr AP2 block	V-ATPase pH	HTR5A inv ctr	DSG3 Ab inh	PKA-R1A activ	PKA-R2B act	DAGLB inh
CC(C)n1nnnc1SCC(=O)Nc1ccc2c(c1)OCO2	6.8	3.2	-1.1	3.2	-1.4	-4.4	nt	-2.1	3.6	-1.1
O=C1C(O)CCN1C1CCCCC1 (stereo not drawn)	11.8	-3.9	-2.2	40.6	-3.1	14.0	89.5	6.1	4.9	0.1
COCc1ccc(CN2CCC(N3CCC(C(=O)N4CCCC4)CC3)CC2)o1	8.1	-2.0	-1.5	1.5	4.8	8.1	nt	-1.9	3.9	2.1
CCOc1ncccc1C(=O)Nc1ccc(OC)c(S(=O)(=O)N2CCCCC2)c1	7.3	-1.0	-1.6	4.8	-0.4	2.8	94.3	-2.0	12.0	-1.0
CC(OC(=O)CN(C)S(=O)(=O)c1ccc(Cl)cc1)C(=O)Nc1ccc(N2CCOCC2)cc1 (stereo not drawn)	6.6	2.4	-1.2	2.2	2.5	-6.5	nt	-2.9	-0.8	0.5
O=C(Nc1cccc(-c2csc(Nc3ccc(Cl)cc3)n2)c1)c1ccccc1	-14.7	12.8	2.5	12.9	0.7	-34.4	105.0	-5.8	-19.2	-2.1
OC(COc1ccc(Br)cc1)CN1CCN(c2ccccc2)CC1 (stereo not drawn)	-23.3	3.2	4.9	-12.4	-2.4	-11.8	111.8	-5.9	2.2	-5.3
CCc1ccc(-c2nnn(CC(=O)N(C3CCCC3)C3CCS(=O)(=O)C3)n2)cc1 (stereo not drawn)	10.5	1.7	-2.5	30.4	-3.9	-4.2	99.9	-4.6	1.2	2.0
CCc1cc[n+](C2=C([O-])c3ccccc3C(=O)/C2=N\S(=O)(=O)c2cccs2)cc1	-63.4	-0.6	9.4	2.0	-4.2	-4.1	99.5	-5.9	-11.4	5.8
C[n+]1ccc(C(=O)NCc2ccccc2)cc1	-0.7	1.4	0.1	30.9	4.2	-4.7	107.2	-3.3	-1.6	1.4
CC(=O)c1ccc(S(=O)(=O)N2CCN(C(=O)CSC(=S)N3CCCC3)CC2)cc1	1.8	0.8	-0.3	2.8	0.7	-19.9	102.3	-6.9	-0.7	3.0
Cc1onc(-c2ccccc2Cl)c1C(=O)Nc1nc2c(s1)CCCC2	7.7	0.3	-1.4	4.9	-1.2	5.2	101.5	4.8	-1.3	-5.2
OCCC1CN(CC#Cc2ccccc2)CCN1C1CCCC1 (stereo not drawn)	0.0	-1.3	0.0	-6.0	-3.9	3.5	105.3	5.4	-0.3	-0.2
CN(Cc1c(F)cccc1Cl)C(=O)C1=CC=CN2CCS(=O)(=O)N=C12	15.7	5.0	-4.0	-9.8	1.8	-22.1	98.5	10.2	-5.8	-1.8
COc1cc(OC)c2c(c1)OC(=O)CC2c1ccc(C)cc1 (stereo not drawn)	-4.5	-5.3	1.1	12.2	1.8	19.0	118.7	-5.0	-1.3	-3.6
Cc1ccc(-c2onc(C)c2C)cc1S(=O)(=O)N1CCOc2ccccc21	10.5	1.3	-2.0	2.3	4.2	-28.1	80.7	5.3	-3.0	-12.7
O=C(Nc1ccccc1)c1ccccc1N=Cc1ccccc1O	15.0	0.2	-3.1	-5.2	-1.5	-20.1	87.6	-2.2	4.7	0.3
O=C(NCc1ccccc1F)C(=O)NCC1OCCCN1S(=O)(=O)c1cccs1 (stereo not drawn)	6.9	2.2	-1.3	5.9	-1.5	-17.3	111.6	8.1	-1.5	2.4
N#Cc1ccc(S(=O)(=O)NC[C@H]2O[C@@H](n3cnc4c(N)ncnc43)[C@H](O)[C@@H]2O)cc1	11.2	0.3	-2.2	5.2	1.2	-1.0	107.0	6.3	2.0	-1.0
CCOc1ccc(-n2c(C)nc(O)c2N=Nc2ccccc2)cc1	19.2	0.3	-3.8	2.4	0.0	-0.8	91.5	-7.1	6.8	-0.9
CC1(C)Cc2c(c(N3CCOCC3)nc3sc4c(NCc5ccco5)nnnc4c23)CS1	-2.8	2.5	0.5	7.7	3.8	-7.0	98.4	-1.0	2.1	-0.2
Cc1ccc(-c2nc(N/N=C/c3ccncc3)c3ccccc3n2)cc1	-27.9	5.9	4.7	-3.5	2.5	-3.4	94.0	5.2	-13.9	-4.4
CCC(C)NS(=O)(=O)c1cc2c3c(c1)CCN3C(=O)CC2 (stereo not drawn)	7.4	0.8	-1.4	3.3	-4.2	-3.2	101.3	-2.0	-7.0	4.4
CN(C)S(=O)(=O)c1cc(NC(=O)c2ccc(-n3ccnc3)c([N+](=O)[O-])c2)ccc1Cl	-26.4	0.8	4.2	3.4	-2.1	2.8	nt	0.0	-4.8	-4.0
Nc1nc(N)c2[nH]c(=S)[nH]c2n1	3.4	-3.7	-0.7	33.8	0.3	14.2	93.0	-7.5	2.8	-3.2
CCc1ccc(NC(=O)COC(=O)/C=C/c2ccco2)cc1	-10.6	1.9	2.1	41.9	2.3	-7.4	111.6	5.3	-1.9	-5.9

Part of the list above, showing only Arr AP2 block, OPRM1-OPRD1 ag and MOR-DOR inv ag:
smiles | Arr AP2 block | OPRM1-OPRD1 ag | MOR-DOR inv ag
CCOc1ccc(-n2c(C)nc(O)c2N=Nc2ccccc2)cc1 | 2.4 | -3.8 | 19.2
CC1(C)Cc2c(c(N3CCOCC3)nc3sc4c(NCc5ccco5)nnnc4c23)CS1 | 7.7 | 0.5 | -2.8
Cc1ccc(-c2nc(N/N=C/c3ccncc3)c3ccccc3n2)cc1 | -3.5 | 4.7 | -27.9

Screening results deposited in PubChem BioAssay by several laboratories.

An unsorted share of the library. About 2.4% of those tested had a hit in this group.
